Nrf2 activator – Nrf2 pathway activation. AREc32 ARE-luciferase reporter (MCF7-derived line), luminescence, 24 h. Potency, µM (series often up to 46.1 µM), for inactives: top-dose activation, usual class: activators. hit rate 0.31% among 410,000. AID 624171; note: % of control where 0% means no effect; nearly all actives have a fitted effect of over 65% in size
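AREc32 cells carrying an ARE-driven firefly luciferase reporter were seeded at 1000 cells/well in OPTI-MEM with 5% FBS, then exposed to compound for 24 hr at 37 deg C. Luminescence was read with Steady-Glo after 30 min at RT.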
A549 viability – counter-screen for Nrf2 inhibitors: cytotoxicity in A549 cells | A549 ARE-Fluc cells, CellTiter-Fluor viability, 18-24 h | Potency, µM (titrated, usually from 46 µM), for inactives: top-dose activity change, negative = cytotoxicity, most hits filed as inhibitors | hit rate 0.16% among 390,000 | AID 504648; note: % is set by controls: 0 for no effect and ±100 for the full control effect
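A549 ARE_Fluc cells in 5% FBS OPTI-MEM were exposed to compounds in concentration-response for 18-24 h at 37 deg C. Viability was read by CellTiter-Fluor fluorescence (Ex 405/Em 525) after 30 min, before the luciferase read.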
TGFb inhibitor – blocks TGF-b signaling. AID 588855. hit rate 1.2% among 410,000. HepG2 CAGA-GFP TGF-b/SMAD3 reporter, GFP fluorescence, 18 h; TGF-beta stimulated, 500 pg/mL final. Potency, µM (titrated, usually from 46.1 µM), for the others: at the top dose activity, negative = inhibition, actives largely listed as inhibitors; note: % is set by controls: 0 for no effect and ±100 for the full control effect; nearly all actives have a fitted effect of over 65% in size
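HEPG2 CAGA-GFP cells (1000/well, DMEM with 1% FBS) were pre-incubated 2 h at 37 degrees C, given compound by pin tool, then stimulated with TGF-beta at 500 pg/mL final for 18 h before per-cell GFP fluorescence imaging.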
MCF10A rerep – DNA re-replication induction in MCF 10a cells. Potency, µM (highest dose often 46.1 µM), for inactives: top-dose activity, positive = re-replication, most hits filed as activators. hit rate 2.9% among 350,000. MCF 10A DNA re-replication, Hoechst nuclear intensity, 48 h; note: % of control where 0% means no effect; nearly all actives have a fitted effect of over 50% in size
Nrf2 block – inhibitors of Nrf2 signaling; A549 ARE-Fluc reporter, luciferase luminescence, 18-24 h; Potency, µM (top dose mostly 46 µM), for the others: at the highest dose activity change, negative = inhibition, hits mostly inhibitors; hit rate 2.1% among 360,000; AID 504444; note: % is set by controls: 0 for no effect and ±100 for the full control effect; nearly all actives have a fitted effect of over 60% in size
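A549 ARE_Fluc cells (5000/well, 5% FBS OPTI-MEM) pre-incubated 2 h, then treated with compounds 18-24 h at 37C/5% CO2 in concentration-response. CellTiter-Fluor viability read first; BugLite luciferase luminescence after 15 min at room temperature gives Nrf2 activity.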
S2 tox – viability counter-screen for ATXN expression inhibitors | S2 cells (HEK-293 line with an ATXN2-luciferase reporter) viability, CellTiter-Fluor protease fluorescence, 24 h | Potency, µM (doses to about 56.7 µM), hits mostly cytotoxic | hit rate 0.49% among 400,000; note: nearly all actives have a fitted effect of over 40% in size
ATXN2 expr inh – inhibitors of ATXN2 expression. HEK-293 ATXN2-luciferase reporter, luminescence, 24 h. Potency, µM (titrated, usually from 57 µM), for inactives: top-dose activity change, negative = inhibition, actives largely listed as inhibitors. hit rate 0.72% among 360,000. AID 1745845; note: % is set by controls: 0 for no effect and ±100 for the full control effect; nearly all actives have a fitted effect of over 55% in size
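ATXN2-luciferase reporter cells (luciferase flanked by upstream and downstream ATXN2 gene portions) were treated 24 h at 37 °C with compounds at up to 57 uM. SteadyGlo luminescence gave expression; GF-AFC fluorescence gave viability.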
EPAC2 antagonist – blocks human EPAC2 exchange factor; hit rate 0.18% among 360,000; Potency, µM (highest dose often 114 µM), without a hit: at the highest dose activity, negative = inhibition, most hits filed as inhibitors; EPAC2 GEF exchange of Rap1B-BODIPY-GDP, fluorescence; AID 720708; note: % is set by controls: 0 for no effect and ±100 for the full control effect; nearly all actives have a fitted effect of over 45% in size; many of its hits are not listed in these tables
Target sequence (Q8WZA2 whole entry, looked up): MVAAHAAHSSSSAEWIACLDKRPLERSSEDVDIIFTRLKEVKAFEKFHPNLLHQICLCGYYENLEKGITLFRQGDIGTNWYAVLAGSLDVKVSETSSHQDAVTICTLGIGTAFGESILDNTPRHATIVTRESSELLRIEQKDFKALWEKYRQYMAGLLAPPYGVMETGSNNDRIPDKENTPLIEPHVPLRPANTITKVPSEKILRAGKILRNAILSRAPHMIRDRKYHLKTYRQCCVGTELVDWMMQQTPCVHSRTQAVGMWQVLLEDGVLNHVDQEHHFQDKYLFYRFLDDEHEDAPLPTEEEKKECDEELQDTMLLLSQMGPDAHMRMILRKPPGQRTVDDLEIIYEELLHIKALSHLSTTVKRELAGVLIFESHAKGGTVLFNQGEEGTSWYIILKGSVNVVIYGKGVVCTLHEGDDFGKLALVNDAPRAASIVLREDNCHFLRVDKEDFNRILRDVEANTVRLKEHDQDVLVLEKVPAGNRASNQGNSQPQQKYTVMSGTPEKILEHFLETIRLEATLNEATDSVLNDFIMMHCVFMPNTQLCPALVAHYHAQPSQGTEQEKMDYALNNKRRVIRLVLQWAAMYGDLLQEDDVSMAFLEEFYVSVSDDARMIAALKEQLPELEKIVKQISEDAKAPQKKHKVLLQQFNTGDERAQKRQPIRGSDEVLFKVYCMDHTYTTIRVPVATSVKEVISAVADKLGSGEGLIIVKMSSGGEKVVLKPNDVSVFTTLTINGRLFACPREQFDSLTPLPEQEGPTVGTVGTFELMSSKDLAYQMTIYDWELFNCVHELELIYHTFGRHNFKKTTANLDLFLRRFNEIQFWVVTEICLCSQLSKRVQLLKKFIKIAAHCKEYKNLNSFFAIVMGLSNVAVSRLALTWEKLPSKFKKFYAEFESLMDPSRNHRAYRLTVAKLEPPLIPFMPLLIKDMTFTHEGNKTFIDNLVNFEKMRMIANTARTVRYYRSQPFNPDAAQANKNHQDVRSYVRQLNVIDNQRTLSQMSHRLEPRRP
HepG2 tox – kills HepG2 cells in TGF-b inhibitor counter-screen; HepG2 CAGA-GFP viability, ATP luminescence, 18 h; Potency, µM (titrated, usually from 46.1 µM), for the others: at the top dose activity change, negative = cytotoxicity, hits mostly cytotoxic; hit rate 0.76% among 410,000; AID 588856; note: some results filed as inactive show a strong effect at the top dose
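HepG2 CAGA-GFP cells (1000/well, DMEM with 1% FBS) received compound, then TGF-beta at 500 pg/mL final, and were incubated 18 hours at 37 degrees C. Viability was read by CellTiter-Glo luminescence. Media-only wells were set as complete cell-killing and DMSO as no toxicity.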
* = called active by the depositor; i = inactive; ? = inconclusive; . = no result given; [ ] = dose if it differs, or a comment. Calls come from the whole dose curve; as a rule, active = well fitted curve in the direction sought with a large enough effect; inconclusive = small, poorly fitted or top-dose-only effect, or another doubt; inactive = no such curve, though single readings can be large; an effect the other way counts as inactive or inconclusive. Potency is the fitted concentration of half-maximal effect. Some of the compounds tested; the hit share may differ from the screen's.

SMILES	Nrf2 activator	A549 viability	TGFb inhibitor	MCF10A rerep	Nrf2 block	S2 tox	ATXN2 expr inh	EPAC2 antagonist	HepG2 tox
Cc1cc(C)cc(NC(=S)N2CCC(N(C)CC3CCCO3)CC2)c1 (centres undefined)	3.5%	-1.1%	3.0%	3.8%	-14.0%	i	8.9%	0.1%	6.1%
Cc1ccc(CN(C)C(=O)CC2C(=O)NCCN2CC2CCCCC2)cc1 (centres undefined)	-0.7%	3.0%	8.1%	16.7%	1.6%	?	-4.3%	-0.1%	1.6%
Cc1c(NC(=S)N/N=C/c2cc([N+](=O)[O-])ccc2O)c(=O)n(-c2ccccc2)n1C	-0.3%	-4.6%	5.6%	1.2%	17.9%	?	.	-10.1%	-6.3%
C=CCOc1ccc(C2NC(=O)c3ccccc3O2)cc1OCC (centres undefined)	2.6%	1.3%	-15.0%	-5.3%	-2.9%	i	-4.2%	8.8%	5.7%
C=CCN(CC=C)S(=O)(=O)c1ccc(C(=O)Nc2nnc(COC)o2)cc1	-0.7%	?	-10.8%	19.1%	?	?	.	-6.1%[57.1 µM]	-17.7%
CCN1CCN(C(CNS(=O)(=O)c2ccccc2)c2cccnc2)CC1 (centres undefined)	0.4%	-2.5%	15.4%	7.8%	21.7%	i	7.0%	11.6%	-48.8%
CCOC(=O)C1CCCN(C(=O)c2ccc3c(c2)sc2nc(-c4cccc(OC)c4)cn23)C1 (centres undefined)	4.0%	-6.9%	?	.	16.4µM*	.	.	.	-13.1%
C=CCNc1nnnc2c1sc1nc(N3CCOCC3)c3c(c12)CCCC3	-0.3%	-0.2%	7.6%	1.7%	-1.1%	i	-15.5%	11.7%	16.1%
C/C(=N/Nc1ccc(F)cc1)c1ccc(Cl)s1	6.1%	-4.2%	3.6%	-0.9%	?	i	9.9%	6.0%	-3.0%
C[C@H]1CN([C@@H](C)CO)C(=O)CCCn2cc(nn2)CO[C@@H]1CN(C)C(=O)Nc1cccc(F)c1	-0.4%	.	-1.7%	.	.	i	1.7%	-12.7%	1.8%
O=C(CCSc1ccc(Cl)cc1)N1CCN(c2ccc(O)cc2)CC1	4.4%	0.6%	?	?	-5.7%	i	?	-9.2%	-12.3%
COc1ccc(NC(=O)C(=O)c2cc(C)n(-c3ccc(C)cc3)c2C)cc1Cl	1.1%	-22.6%	?	.	28.4%	i	-22.5%	.	-38.1%
C#CCOC(=O)c1ccc(-n2cncn2)nc1	-0.5%	0.1%	12.2%	1.7%	-7.3%	i	11.0%	-1.6%	-2.2%
Cc1cccc(N(CC(=O)N2CCCC2)S(=O)(=O)c2ccccc2)c1	-0.4%	-0.7%	-2.9%	8.4%	0.1%	i	3.8%	11.6%	-3.5%
Cc1ccc(C)c(N2CCN(S(=O)(=O)c3ccc(F)c(C(=O)Nc4ccc(Cl)cc4Cl)c3)CC2)c1	0.6%	6.1%	3.0%	.	.	.	.	.	1.9%
O=[N+]([O-])c1ccccc1S(=O)(=O)n1nnc2ccccc21	3.0%	0.8%	4.8%	-0.3%	10.4%	i	6.3%	4.1%	7.1%
O=C(COc1ccc(S(=O)(=O)NC2CCCCC2)cc1)NCCC1=CCCCC1	3.0%	-0.2%	-11.4%	-0.6%	?	i	-13.5%	4.6%	-7.4%
O=C(Cn1c(=O)nc(-c2ccccc2)c2ccccc21)NCc1ccc(F)cc1	4.2%	?	17.0%	.	.	.	.	.	6.6%
COc1ccc(N(CC(=O)N2CCN(c3ccccc3)CC2)S(=O)(=O)c2ccc(C)cc2)cc1	-0.3%	-11.7%	0.8%	9.5%	-4.8%	i	-1.1%	-2.1%	0.0%
CC12CCC(=O)N1C(C(=O)Nc1cccc(S(=O)(=O)N3CCCCCC3)c1)CS2 (centres undefined)	0.2%	0.7%	10.2%	11.3%	?	i	-10.7%	-6.5%	-69.6%
O=C(NCc1ccccc1)c1ccc(CS(=O)(=O)c2ccc(Br)cc2)o1	0.0%	10.3%	-6.1%	-3.7%	-5.7%	i	-7.8%	-5.1%	-5.0%
COCCN(C(=O)COC(=O)c1cccs1)c1c(N)n(Cc2ccccc2)c(=O)[nH]c1=O	2.0%	0.2%	12.1%	5.0%	18.3%	i	-13.0%	4.3%	-10.0%
COC(C(=O)Nc1ccnn1C1CCN(Cc2ccc(CO)o2)CC1)c1ccccc1 (centres undefined)	-0.9%	2.0%	4.6%	-7.5%	-12.6%	i	-2.0%	-2.3%	-14.5%
Clc1ccc(/C=N/Nc2ncnc3nc[nH]c23)cc1	11.8%	8.5%	-2.8%	-3.9%	1.2%	i	12.9%	-2.2%	22.3%
O=C(O)c1nc(N2CCCCC2)ncc1Cl	0.0%	-9.9%	3.4%	6.6%	0.5%	?	-4.3%	0.7%	1.4%
Clc1ccc(CNc2ccc(CNc3ncn[nH]3)cc2)cc1	2.5%	-2.5%	?	11.1%	-20.5%	i	8.7%	12.8%	13.4%
COc1ccc(NC(=O)N(C)C[C@H]2Oc3ccc(NS(=O)(=O)c4c(C)noc4C)cc3C(=O)N([C@H](C)CO)C[C@@H]2C)cc1	0.6%	1.1%	-0.8%	0.6%	7.6%	i	4.2%	0.2%	4.1%
COc1ccc(C(=O)Cn2c(C)nc([N+](=O)[O-])c2Br)cc1	7.8%	-15.7%	?	?	?	?	?	-6.3%	-26.6%
O=C1c2ccccc2C(=O)N1Cc1ccccc1F	0.2%	0.5%	9.4%	-6.6%	3.6%	i	8.2%	4.6%	-4.9%
C#CCOCCOCCOCCNc1nc(N2CCN(C(=O)[C@H](CCCCN)n3cc([C@@H](N)CC(C)C)nn3)CC2)nc(N2CCN(C(=O)[C@H](CCCCN)n3cc([C@@H](N)CC(C)C)nn3)CC2)n1	-1.3%	5.5%	-6.2%	-4.2%	12.1%	i	4.2%	-8.9%	-3.7%

Going on with the list:
Order of results: Nrf2 activator, A549 viability, TGFb inhibitor, MCF10A rerep, Nrf2 block, S2 tox, ATXN2 expr inh, EPAC2 antagonist, HepG2 tox
COc1ccc(OC)c(NC(=O)Cc2c(C(=O)O)[nH]c3ccc(Cl)cc23)c1
  -0.7%, 2.6%, -5.5%, ., 2.1%, i, -4.1%, ., -36.1%
CCC(Oc1ccccc1)C(=O)N1CC(C)CC(C)C1 (centres undefined)
  -0.6%, 1.3%, -4.2%, -1.2%, 5.7%, i, -9.5%, 11.1%, -20.0%
CCOC(=O)C1(Cc2cccc(Cl)c2)CCCN(C(=O)c2cccnc2)C1 (centres undefined)
  -0.7%, 1.6%, -2.9%, -11.7%, -7.6%, i, 22.9%, -0.4%, -6.7%
CCC(=O)Nc1ccc(S(=O)(=O)Nc2ccc(Cl)nn2)cc1
  -0.3%, 3.8%, 18.2%, -1.1%, 3.4%, i, 0.3%, 1.5%, 20.5%
Cc1cc(NC(=O)CSc2cn(CC(=O)N(C(C)C)C(C)C)c3ccccc23)no1
  0.0%, -4.5%, 7.1%, -0.8%, -19.5%, i, -9.6%, 4.1%, 4.0%
Cc1cccc(NC(=S)NCc2ccc(F)cc2)c1C
  -0.5%, 16.3%, 2.7%, 0.3%, -4.7%, i, -15.2%, -0.7%, -27.3%
COc1ccc(NC(=O)c2cc3c(=O)n4ccccc4nc3n2C)cc1OC
  -0.3%, 4.2%, -17.5%, ?, ?, i, -2.2%, -2.5%, -1.6%
O=C(Nc1cc(Cl)ccc1Cl)c1cc(-c2ccco2)on1
  ?, 0.6%, 6.4%, -0.3%, ?, i, -10.3%, 0.4%, 11.0%
C=CCOCC(O)Cn1c(N2CCCC2)nc2c1c(=O)[nH]c(=O)n2C (centres undefined)
  0.2%, 10.1%, -12.3%, 6.7%, -6.8%, i, -25.4%, -3.4%, -23.4%
Cn1ncc(N2CCN(C(=O)c3ccc(Cl)cc3)CC2)c(Cl)c1=O
  -1.0%, 2.2%, 7.3%, 6.6%, 9.9%, i, 11.2%, 6.5%, 17.9%

Complete entries as entered above:
`Cc1cccc(NC(=S)NCc2ccc(F)cc2)c1C` is listed with Nrf2 activator: -0.5%; A549 viability: 16.3%; TGFb inhibitor: 2.7%; MCF10A rerep: 0.3%; Nrf2 block: -4.7%; S2 tox: i; ATXN2 expr inh: -15.2%; EPAC2 antagonist: -0.7%; HepG2 tox: -27.3%
`COc1ccc(OC)c(NC(=O)Cc2c(C(=O)O)[nH]c3ccc(Cl)cc23)c1` is listed with Nrf2 activator: -0.7%; A549 viability: 2.6%; TGFb inhibitor: -5.5%; MCF10A rerep: .; Nrf2 block: 2.1%; S2 tox: i; ATXN2 expr inh: -4.1%; EPAC2 antagonist: .; HepG2 tox: -36.1%

An excerpt from above with just S2 tox and HepG2 tox:
molecule,S2 tox,HepG2 tox
COc1ccc(OC)c(NC(=O)Cc2c(C(=O)O)[nH]c3ccc(Cl)cc23)c1,i,-36.1%
CCC(Oc1ccccc1)C(=O)N1CC(C)CC(C)C1 (centres undefined),i,-20.0%
CCOC(=O)C1(Cc2cccc(Cl)c2)CCCN(C(=O)c2cccnc2)C1 (centres undefined),i,-6.7%

Remaining list, next part
Order of results: Nrf2 activator, A549 viability, TGFb inhibitor, MCF10A rerep, Nrf2 block, S2 tox, ATXN2 expr inh, EPAC2 antagonist, HepG2 tox
O=C(Nc1cccc(F)c1)c1ccc(-c2ccccc2Cl)o1
  21.9%, 1.5%, ?, 76.2%, ?, i, 22.1%, -19.6%, -43.9%
CCN(C[C@H]1N[C@@](Cc2ccccc2)(C(=O)OC)[C@H]2C(=O)N(Cc3ccccc3)C(=O)[C@@H]12)C(C)=O
  2.6%, -6.0%, 2.2%, -0.8%, -8.7%, i, 3.1%, 10.2%, 0.7%
N=C1C(c2nc(-c3ccc(F)cc3)cs2)=C(O)CN1Cc1ccc(Cl)cc1
  3.2%, -26.9%, -17.7%, ?, -26.3%, i, -14.5%, 7.8%, -23.6%
O=C(CC1Sc2ccccc2NC1=O)NNc1cc(Cl)ccc1Cl (centres undefined)
  0.4%, -1.7%, -13.7%, ?, -23.6%, i, -26.7%, 3.6%, -14.0%
